# Screening results from PubChem.
# Peg3 promoter = reduces Peg3 promoter-driven luciferase expression in HeLa; HeLa PEG-Prom luciferase reporter, luminescence, overnight; inhibition, % at 20 µM; actives 1.7% (n = 360,000);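 active means inhibition of at least 50% at 20 µM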
# NR2E3 ag-1 = agonists of human nuclear receptor NR2E3; inhibition of corepressor binding, % at 4.78 µM; actives 0.12% (n = 320,000); GST-NR2E3/biotin-RetCOR TR-FRET, 1536-well; AID 2300;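 active means percent inhibition above the cutoff of mean plus 3 SD of all tested compounds, set per screening campaign, cut at about 20% in these data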;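 further: 0% = DMSO wells and 100% = biotin wells as full block of FRET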
# Target sequence (Q9Y5X4 whole entry, looked up): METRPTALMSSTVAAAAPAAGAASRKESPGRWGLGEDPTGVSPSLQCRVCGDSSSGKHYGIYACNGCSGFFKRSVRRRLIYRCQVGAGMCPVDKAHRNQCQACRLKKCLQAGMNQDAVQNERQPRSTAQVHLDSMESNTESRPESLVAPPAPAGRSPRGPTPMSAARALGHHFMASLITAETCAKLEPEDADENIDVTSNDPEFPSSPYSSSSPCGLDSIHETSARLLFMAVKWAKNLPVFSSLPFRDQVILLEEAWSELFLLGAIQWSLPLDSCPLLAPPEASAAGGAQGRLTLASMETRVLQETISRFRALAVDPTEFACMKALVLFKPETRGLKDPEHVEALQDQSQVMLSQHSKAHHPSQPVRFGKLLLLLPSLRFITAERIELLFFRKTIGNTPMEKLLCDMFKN
#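 Material: NR2E3–RetCOR corepressor complex / Incubation: Compound–protein incubation for 5 h at 4 °C / Dosing: compound at 4.8 µM, single dose / Detection: time-resolved FRET / Benchmarks: high control biotin, low control 0.6% DMSO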
# KKLEB cytotox = counter-screen for CF NF-kB inhibitors: cytotoxicity; activity change (cytotoxicity), % at 5 µM; actives 0.36% (n = 360,000); KKLEB CF airway cells viability, ATPlite luminescence, overnight; stronger effect = lower value; cells stimulated with P. aeruginosa culture filtrate;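 active means corrected activity change at or below -50% at 5 µM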
# Shn3 3UTR inh = Schnurri-3 reporter inhibition in Clone20 osteoblasts. Clone20 osteoblast Shn3 3'UTR firefly luciferase, 24 h. inhibition, % at 12.5 µM. actives 0.52% (n = 360,000). AID 588674;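 active means mean inhibition of at least 75% with every replicate also reaching 75%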;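 further: 0% = median of neutral control wells and 100% = pilot-screen positive control compound; some compounds past the cut are filed as inactive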
# C8 TRAIL sens = caspase-8 TRAIL sensitization; inhibition (viability loss, TRAIL sensitization), % at 10 µM; AID 624354; actives 1% (n = 360,000); NB7+C8 cells + TRAIL, ATPlite viability luminescence;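 active means compounds causing at least 50% loss of cell viability in the single-dose screen, relative to plate controls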
# MITF TRPM1 inh = inhibitors of MITF-driven TRPM1 promoter in melanoma cells. SK-MEL-5 TRPM1 promoter luciferase, 24 h. inhibition, % at 12.5 µM. actives 0.83% (n = 330,000);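 active means mean inhibition across replicates of 60% or more, whatever share of single replicates reaches that level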; further: values of inactives mirror those of a sister screen read the other way
# TWEAK-Fn14 inh = TWEAK-Fn14 signaling inhibition | TWEAK-stimulated Fn14 reporter cells, luciferase luminescence, 8 h | inhibition, % at 10 µM | actives 2% (n = 360,000) | AID 1159606; in the data active means inhibition above about 50%
# NR2E3 ag-2 = human photoreceptor-specific nuclear receptor agonism | Q9Y5X4 | CHO-S Gal4-NCOR/VP16-NR2E3 two-hybrid, luciferase | AID 602229 | actives 0.35% (n = 360,000) | inhibition of corepressor binding, % at 3.98 µM;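 active means inhibition above the mean of all tested compounds plus 3 SD, cut at about 70% in these data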;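 further: 0% = DMSO with NR2E3 transfected cells and 100% = cells lacking NR2E3 construct; higher means lower luciferase signal from less NR2E3 corepressor binding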
# HIF-2a block = inhibitors of HIF-2a. 786-0 RCC cells HIF-2a reporter, luciferase luminescence, overnight. inhibition, % at 18.8 µM. actives 0.72% (n = 360,000). AID 624352;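 active means inhibition of the luminescence signal of 40% or more relative to plate controls, in a single-dose primary screen at 18.75 µM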
# TROY NFkB inh = blocks TROY-dependent signaling in reporter cells. Q293 LMP1-TROYcd NF-kB luciferase reporter, 4 h. inhibition, % at 10 µM. actives 0.98% (n = 360,000);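 active means compounds whose plate-normalised and pattern-corrected inhibition of the luciferase reporter signal at the single screening dose is 50% or more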
# CF NFkB inh = cystic fibrosis NF-kB activation inhibition | AID 588850 | KKLEB NF-kB-GFP reporter, PAF-induced, GFP fluorescence overnight | inhibition, % at 5 µM | actives 0.86% (n = 360,000);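 active means at least 50% inhibition at 5 µM, scaled per plate between neutral and stimulator controls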;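 further: PAF is a Pseudomonas aeruginosa culture filtrate used as stimulus; plate controls were PAF-stimulated DMSO wells for no effect and unstimulated DMSO wells for full effect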
# Starred values were filed as active, the others as inactive; . = no result given. A portion of the library (hit frequency here may not be typical).
# The opening 2 records as a preview:
SMILES,Peg3 promoter,NR2E3 ag-1,KKLEB cytotox,Shn3 3UTR inh,C8 TRAIL sens,MITF TRPM1 inh,TWEAK-Fn14 inh,NR2E3 ag-2,HIF-2a block,TROY NFkB inh,CF NFkB inh
O=C(NC1CC1)c1ccc(CSCc2cccc(F)c2)o1,-42,2,8,-1,-11,.,2,-9,-66,-16,-20
Nc1c(OS(=O)(=O)c2ccccc2)cccc1OS(=O)(=O)c1ccccc1,-278,.,1,-93,7,.,-8,-99,-271,-68,2

# Main list, from the first entry:
SMILES,Peg3 promoter,NR2E3 ag-1,KKLEB cytotox,Shn3 3UTR inh,C8 TRAIL sens,MITF TRPM1 inh,TWEAK-Fn14 inh,NR2E3 ag-2,HIF-2a block,TROY NFkB inh,CF NFkB inh
O=C(NC1CC1)c1ccc(CSCc2cccc(F)c2)o1,-42,2,8,-1,-11,.,2,-9,-66,-16,-20
Nc1c(OS(=O)(=O)c2ccccc2)cccc1OS(=O)(=O)c1ccccc1,-278,.,1,-93,7,.,-8,-99,-271,-68,2
CCOc1ccccc1Oc1cn[nH]c1-c1ccc(O)cc1O,30,2,-1,38,-14,18,36,-13,11,16,-4
Cc1ccsc1C(=O)NCCC(c1ccccc1)c1ccccc1,0,3,4,8,-8,-6,-10,-4,-17,-11,-6
O=C(O)/C=C/C(=O)Nc1ccc(O)cc1,7,-2,10,12,-15,0,-4,-18,4,-2,0
Cc1ccc(C(=O)N(C)c2ccc(OCC(=O)N3c4ccc(C)cc4C4CN(C)CCC43)cc2)cc1 (configuration not stated),-169,4,-23,-51,52*,-31,-7,-5,-151,-43,26
CCOC(=O)C1=C(C)N(CCCC(=O)O)C(=O)NC1c1ccc(Cl)cc1 (configuration not stated),-11,2,-20,11,8,-12,-2,-37,1,1,12
COc1ccccc1CN1CCN(S(=O)(=O)c2ccc(C)cc2)CC1,17,-3,4,12,-16,10,-9,-10,14,-9,-10
CC(C)Oc1ccc(S(=O)(=O)N2CCOCC2)cc1NC(=O)C1=NN(c2ccccc2)C(=O)CC1,40,.,2,11,-15,2,-4,0,15,16,-9
O=C(c1ccccc1)c1ccc(Cn2cc(-c3ccccc3)nn2)cc1,-314,-3,9,59,13,-31,35,64,-270,-21,-26
O=C1Nc2ccccc2Nc2ccccc21,-4,0,0,8,9,-2,19,10,16,5,-6
C/C(=N\Nc1nc2ccccc2[nH]1)c1ccc(N2CCOCC2)cc1,-199,-2,-47,-4,73*,-54,-21,-32,-204,-16,9
CS(=O)(=O)c1ccc([C@@H](O)[C@@H](CO)NC(=O)C(Cl)Cl)cc1,-7,3,-13,37,-10,2,1,-24,-1,-8,-11
CCOc1cc(/C=N/NC(=O)C(=O)NCCCOC(C)C)cc(Br)c1O,3,0,-2,7,6,-10,-10,-2,8,-5,-7
Cc1cc(C)nc(NC(=O)c2c(Cl)cccc2Cl)n1,13,-3,-2,4,-6,12,20,8,17,5,-12
Clc1ccccc1Oc1cnc2ccccc2n1,-34,1,-9,-33,-6,-37,0,0,-42,-40,9
C#CCn1c(=NC(=O)c2ccc(S(=O)(=O)N3CCc4ccccc4C3)cc2)sc2cc(S(N)(=O)=O)ccc21,103*,16,-53*,97*,23,90*,10,-19,-7,7,52*
CCN(CC)S(=O)(=O)c1ccc(OC)c(NC(=O)CC2CCCC2)c1,14,0,-21,-9,-10,0,41,-10,0,6,9
O=C(c1ccco1)N1CCN(CCOCCOc2cccc3ccccc23)CC1,17,0,-14,16,-9,11,-5,2,18,15,14
CCOC(=O)Cn1c(=O)oc2cc(S(=O)(=O)N3CCc4ccccc43)ccc21,11,4,4,-27,5,.,5,3,20,17,10
N#CC1c2ccccc2-c2ccccc2N1C(=O)c1ccccc1 (configuration not stated),-31,.,-16,6,5,.,22,-66,19,11,13
Cc1cc(C)c(C)c(S(=O)(=O)N2CCC(C(=O)NNC(=O)c3ccccc3O)CC2)c1C,33,-1,-7,28,12,8,1,-12,6,-15,2
C[C@H](CO)N1C[C@H](C)[C@@H](CN(C)C(=O)Nc2ccccc2)Oc2ccc(NC(=O)C3CC3)cc2C1=O,-15,.,-21,5,3,-3,-7,-5,3,-6,10
COCCNC(=O)C(C)N1c2cccc3cccc(c23)S1(=O)=O (configuration not stated),4,1,-2,0,-4,1,-21,-7,16,8,-3
c1ccc(COc2ccc3nocc3c2)cc1,-339,-4,7,-128,21,-118,-9,-120,-299,-54,-5
COc1ccccc1C(=O)NCC(=O)Nc1ccc2c(c1)OCO2,-26,.,0,-6,2,-7,5,-26,-36,-10,8
Cc1cccc(NC(=O)c2ccc3c(c2)C(=O)N(Cc2cccnc2)C3=O)c1C,0,1,13,1,8,3,5,-18,10,-22,-22
Cc1ccccc1CN1CCN(CC2CC2)CC1CCO (configuration not stated),14,4,3,16,-4,13,7,8,19,1,9
COc1ccc(NC(=O)C(=O)N/N=C(\C)CC(=O)Nc2cc(C)ccn2)c(OC)c1,7,5,0,5,3,2,14,-12,7,9,-8
O=C(Nc1cccnc1)c1cc(-c2cccc(Cl)c2)on1,-30,1,-23,4,-5,-4,-4,-2,-179,-28,-12
COc1ccc(-c2nc(CS(=O)CC(=O)N3CCOCC3)c(C)o2)cc1OC (configuration not stated),-2,-3,25,-21,13,9,-5,8,0,-10,5
Cc1onc(-c2c(Cl)cccc2Cl)c1NC(=O)NN(C)c1ccc([N+](=O)[O-])cn1,7,6,8,-2,11,3,2,2,14,4,8
CC(C)CCN(C(=S)NC(=O)C1CCCCC1)c1c(N)n(Cc2ccccc2)c(=O)[nH]c1=O,13,-2,6,-16,-6,3,5,10,21,11,-5
Cc1cc(C)c(S(=O)(=O)c2ccccc2)c(OC(=O)c2ccc(Cl)cc2Cl)n1,-6,1,1,3,12,6,20,-20,-11,23,0
Cc1cccc(N2CCN(C(=O)CCCn3c(=O)c4cccn4c4cccnc43)CC2)c1C,39,0,4,5,23,-1,31,-4,15,31,30
CNC(=O)NC(=O)COC(=O)c1ccccc1OCc1ccccc1,10,4,-2,26,6,5,-15,10,15,-12,7
CC(=O)Cc1nsc(NC(=O)c2ccc(Cl)cc2Cl)n1,-54,2,10,-4,-4,-6,-26,-26,-46,20,-10
COc1ccccc1CNC(=O)CS(=O)(=O)c1ccc(C)cc1,1,1,-7,9,6,7,-1,1,10,2,-4
CC(C)C(=O)Nc1cc2c(cc1C(=O)c1ccccc1)OCCO2,13,-3,2,11,7,5,-1,6,11,-7,-10
Nc1nncn1C(=O)c1cc(Br)ccc1Cl,5,0,-5,-11,-3,7,-6,-24,8,-2,3
Cn1cccc1/C=N/NC(=O)Cc1cccs1,-13,-1,-11,11,12,.,9,6,-45,-34,11
Cc1cc(C)n(CC(=O)O)n1,10,-3,8,-5,-19,-1,-8,14,20,-5,-8
COc1ccc(C2=CCCC2)c(OC)c1,-4,.,11,-11,-16,-3,3,-1,1,1,-6
COc1ccc(C(=O)NCC(=O)N/N=C/C(C)=C/c2ccccc2)cc1OC,-4,-1,-3,-6,-4,0,12,-8,13,-2,-14
Cc1ccc(S(=O)(=O)N2CCC(=O)N([C@H](COCc3ccccc3)Cc3ccccc3)CC2)cc1,.,.,.,.,-4,.,2,13,11,1,.
CCCn1c(CCC(=O)O)nc2cc(S(N)(=O)=O)ccc21,-2,4,4,-67,11,-3,3,-19,1,9,-17
Cc1cc(N2CCCCC2)nc(N2CCOCC2)n1,5,2,-9,0,-11,6,-6,-30,7,-21,0
CCn1c(SCC(=O)Nc2ccc(S(=O)(=O)Nc3ccccn3)cc2)nnc1-c1ccncc1,-7,-1,9,3,-8,19,13,-16,21,-3,8
Cc1onc(-c2ccccc2Cl)c1C(=O)Nc1c(C)n(C)n(-c2ccccc2)c1=O,8,2,7,-6,-14,14,7,7,23,3,-4
O=C1NC(NS(=O)(=O)c2ccc(Cl)cc2)(C(F)(F)F)C(=O)N1Cc1cccnc1 (configuration not stated),-4,-4,5,6,-7,-5,-4,-8,15,-8,-1
Cc1ccc(Cn2ncc3c(N4CCOCC4)ncnc32)cc1,18,-1,-4,-10,-2,2,23,-5,7,8,-8
COC(=O)CSc1nc2nc(C)c(Br)cc2[nH]1,-3,-3,0,3,-19,-1,18,8,13,9,-4
O=C(c1ccccc1)N(c1ccccc1)c1ccccc1O,16,.,3,-7,5,17,4,24,19,2,6
O=C(Nc1ccccc1C(=O)N1CCOCC1)c1cccc(S(=O)(=O)N2CCCC2)c1,19,.,-1,0,-15,-16,-9,-22,15,-27,8
CN(C)c1ccc(/C=C/c2nc3ccccc3c(=O)n2CCO)cc1,-3,1,-3,-13,-2,-8,3,-6,-76,-6,-21
CC1(C)N=C(N)N=C(N)N1c1cccc(CN)c1,-10,4,3,5,-17,-37,-3,1,17,2,8
CCCNS(=O)(=O)c1ccc(CCC(=O)NCc2ccco2)cc1,-1,1,-5,10,-3,0,4,-28,0,0,-3
CC(=O)N1C(=O)CC(C)N(C(C)=O)c2ccc([N+](=O)[O-])cc21 (configuration not stated),1,1,-2,8,-6,-2,-9,11,20,-10,-2
COC1Cc2ccccc2N(C(=O)N2CCN(CCO)CC2)c2ccccc21 (configuration not stated),-4,1,13,-44,-20,-4,22,7,12,14,-5
O=C(CN1C(=O)C2C3C=CC(C3)C2C1=O)Nc1nc(SCc2ccc(Cl)cc2)n[nH]1 (configuration not stated),-19,-3,0,3,0,3,-21,-23,-32,-51,3

# Pulled by structure from the list above:
SMILES,Peg3 promoter,NR2E3 ag-1,KKLEB cytotox,Shn3 3UTR inh,C8 TRAIL sens,MITF TRPM1 inh,TWEAK-Fn14 inh,NR2E3 ag-2,HIF-2a block,TROY NFkB inh,CF NFkB inh
Cc1ccc(Cn2ncc3c(N4CCOCC4)ncnc32)cc1,18,-1,-4,-10,-2,2,23,-5,7,8,-8
CC1(C)N=C(N)N=C(N)N1c1cccc(CN)c1,-10,4,3,5,-17,-37,-3,1,17,2,8

# Later entries.
SMILES,Peg3 promoter,NR2E3 ag-1,KKLEB cytotox,Shn3 3UTR inh,C8 TRAIL sens,MITF TRPM1 inh,TWEAK-Fn14 inh,NR2E3 ag-2,HIF-2a block,TROY NFkB inh,CF NFkB inh
CC1(C)CC(NC(=O)c2cc(COc3cccc(C(F)(F)F)c3)on2)CCO1 (configuration not stated),-121,-1,0,-23,0,-39,-2,-47,-171,-15,6
COc1ccc(-c2ccnc(SCC(=O)N3CCOCC3)n2)cc1,-20,2,4,-2,28,-14,-20,-35,-42,-23,-3
Cc1c(Cl)c([N+](=O)[O-])nn1CC(=O)NCc1ccco1,10,1,-5,-3,-8,-13,8,0,13,-3,6
Cc1nc(CCNC(=O)c2ccccc2)cs1,-29,2,4,-6,-7,0,-2,-6,-39,-27,-13
O=C(NCCc1c[nH]c2ccccc12)c1cnccn1,-72,-2,1,3,3,6,3,-37,-81,-9,-6
COc1ccc2oc(C(=O)Nc3ccc(S(=O)(=O)N(C)C4CCN(C)CC4)cc3)c(C)c2c1,75*,2,-7,60,21,85*,-29,9,-10,-6,1
O=[N+]([O-])c1cccc(-c2c(-c3ccccc3)ncc3cc(F)ccc23)c1,-49,2,0,-14,10,-13,-10,-23,-72,-23,-2
COCCn1c(C)cc(C(=O)CSc2nc(C)c(C)c(C)n2)c1C,-2,1,15,-10,-8,4,8,-30,-3,15,-19
